# IP6K1 inh – blocks human inositol hexakisphosphate kinase 1; IP6K1 kinase, ADP-Glo luminescence, 2 h; active compounds read low; activity change, % (series mostly up to about 58 µM); 140,000 compounds, 0.81% hits; AID 1645851; in the data active = activity change below about -25%
#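 ADP-Glo luminescence measures ADP made by human IP6K1 during a 2 h RT reaction with ATP/IP6 (mix at 1.3 mM/130 uM); top library doses 57.5 and 19.1 uM final.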
# SNCA expr inhib – inhibitors of alpha-synuclein (SNCA) gene expression | HEK-293 SNCA-luciferase knock-in, luminescence, 24 h | Potency, µM (highest dose often 57.2 µM), without a hit: at the highest dose activity change, negative = inhibition, most hits filed as inhibitors | 140,000 compounds, 0.17% hits | AID 1671194;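 also: potency is read from the fitted curve at half-maximal effect; plate controls were DMSO cells for no effect and cell-free wells for full effect; nearly all actives have a fitted effect of over 45% in size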
# HEK cytotox – cytotoxic compounds in HEK 293 cells; HEK 293 viability, ATP luminescence (CellTiter-Glo), 48-72 h; Potency, µM (top dose mostly 115 µM), inactives show at the top dose activity change, negative = cytotoxicity, usual class: inhibitors; 94,000 compounds, 6.6% hits; also: potency is read from the fitted curve at half-maximal effect; nearly all actives have a fitted effect of over 60% in size
#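 Luminescence from cellular ATP, measured with CellTiter-Glo, indicates HEK 293 viability. Cells plated at 250 cells/well are treated with compound for 48 or 72 hr at 37 degree Celsius before reagent addition.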
# Luciferase inh – Photinus pyralis luciferase inhibition; 76,000 compounds, 2.5% hits; P08659; purified P. pyralis luciferase, luminescence, biochemical; Potency, µM (top dose mostly 115 µM), inactives show at the highest dose activity change, negative = inhibition, hits mostly inhibitors; also: potency is read from the fitted curve at half-maximal effect; nearly all actives have a fitted effect of over 65% in size
# Target sequence (P08659 whole entry, looked up): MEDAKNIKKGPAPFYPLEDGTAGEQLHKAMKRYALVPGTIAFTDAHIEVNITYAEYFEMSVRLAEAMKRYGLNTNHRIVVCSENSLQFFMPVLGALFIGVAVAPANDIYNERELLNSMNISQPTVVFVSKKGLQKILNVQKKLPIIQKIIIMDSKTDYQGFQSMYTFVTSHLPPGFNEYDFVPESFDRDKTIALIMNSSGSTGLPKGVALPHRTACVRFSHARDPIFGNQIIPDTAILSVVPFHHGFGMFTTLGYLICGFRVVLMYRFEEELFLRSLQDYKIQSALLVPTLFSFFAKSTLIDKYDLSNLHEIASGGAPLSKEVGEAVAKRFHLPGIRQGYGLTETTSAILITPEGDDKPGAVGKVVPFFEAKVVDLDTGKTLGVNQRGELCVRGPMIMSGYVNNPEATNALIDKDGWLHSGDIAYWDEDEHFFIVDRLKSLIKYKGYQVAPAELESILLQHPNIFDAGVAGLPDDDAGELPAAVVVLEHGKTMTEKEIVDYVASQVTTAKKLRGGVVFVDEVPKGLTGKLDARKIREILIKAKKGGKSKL
#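 Inhibitors were tested against purified firefly luciferase in a biochemical, low-substrate format (both substrates at 10uM) and luminescence measured with a CCD imager.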
# GPT2 inh – blocks human glutamate pyruvate transaminase 2 | Potency, µM (doses to about 57.7 µM), without a hit: top-dose activity change, negative = inhibition, actives largely listed as inhibitors | Recombinant GPT2, coupled pyruvate oxidase/HRP Amplex Red fluorescence | AID 1671188 | Q8TD30 | 100,000 compounds, 0.25% hits; also: potency is read from the fitted curve at half-maximal effect; nearly all actives have a fitted effect of over 60% in size; many of its hits are not listed in these tables
# Target sequence (Q8TD30 whole entry, looked up): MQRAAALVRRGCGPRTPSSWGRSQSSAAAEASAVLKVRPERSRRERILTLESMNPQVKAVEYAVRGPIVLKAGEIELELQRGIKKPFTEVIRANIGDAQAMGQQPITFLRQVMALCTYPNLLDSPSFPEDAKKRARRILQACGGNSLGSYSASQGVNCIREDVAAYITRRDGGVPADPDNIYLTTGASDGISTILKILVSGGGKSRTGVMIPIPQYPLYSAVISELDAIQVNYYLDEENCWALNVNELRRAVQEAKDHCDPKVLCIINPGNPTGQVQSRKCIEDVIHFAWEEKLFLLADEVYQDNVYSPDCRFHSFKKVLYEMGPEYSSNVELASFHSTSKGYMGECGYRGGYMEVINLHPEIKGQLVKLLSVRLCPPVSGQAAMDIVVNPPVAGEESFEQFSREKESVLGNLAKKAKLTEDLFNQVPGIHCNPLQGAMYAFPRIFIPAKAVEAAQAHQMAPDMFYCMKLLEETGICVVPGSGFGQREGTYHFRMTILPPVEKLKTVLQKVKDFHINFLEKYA
#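 Recombinant GPT2 (10ng/uL) with 250uM a-KG and 2mM L-alanine, 30 min at room temperature, in HEPES pH 7.5 buffer. Pyruvate detected by pyruvate oxidase/HRP/Amplex Red fluorescence after 30 min in the dark; AOA (50uM) as positive control.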
# 3T3 cytotox – NIH 3T3 cell cytotoxicity. NIH 3T3 viability, CellTiter-Glo ATP luminescence, 48-72 h. Potency, µM (titrated, usually from 96.7 µM), for inactives: at the top dose activity change, negative = cytotoxicity, usual class: inhibitors. 94,000 compounds, 4.3% hits; also: potency is read from the fitted curve at half-maximal effect; nearly all actives have a fitted effect of over 55% in size
#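 Mouse fibroblast NIH 3T3 cells, 400 per well, received compound via pintool and were incubated for 48 or 72 hr prior to CellTiter-Glo ATP luminescence measurement.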
# HEK293 viab – reduces viability of HEK-293 SNCA reporter cells; HEK-293-SNCA-luc viability, GF-AFC fluorescence, 24 h; Potency, µM (top dose mostly 57.1 µM), inactives show top-dose activity change, negative = cytotoxicity, hits mostly cytotoxic; 150,000 compounds, 0.12% hits;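 also: potency is read from the fitted curve at half-maximal effect; 0% = DMSO-treated cells and -100% = medium-only wells without cells; nearly all actives have a fitted effect of over 30% in size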
#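 Cytotoxicity counterscreen: after 24 h compound treatment of genome-edited SNCA-luciferase HEK-293 cells, live-cell protease substrate GF-AFC read by fluorescence after 30 min; activity scaled between DMSO (0%) and medium-only (-100%), curves Hill-fitted.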
# * = called active by the depositor; i = inactive; ? = inconclusive; nt = not tested or not shown; & = joins results of further samples; [ ] = another dose, or the depositor's remark. Unless noted, calls follow the shape of the dose curve; as a rule, active = well fitted curve in the direction sought with a large enough effect; inconclusive = small, poorly fitted or top-dose-only effect, or another doubt; inactive = no such curve, though single readings can be large; an effect the other way counts as inactive or inconclusive. Unless noted, % is scaled to controls: 0 for no effect and ±100 for the full control effect. An excerpt; the hit share may differ from the screen's.
SMILES,IP6K1 inh,SNCA expr inhib,HEK cytotox,Luciferase inh,GPT2 inh,3T3 cytotox,HEK293 viab
O=C(c1ccccc1)N1CCc2nc(C3CC3)nc(-c3ccc(O)cc3)c2CC1,8,13%,-29%,-2%,i,?,3%
Cc1cc(C)c2c(n1)nn1c(C)c(CCC(=O)NCc3ccc(Cl)cc3)c(C)nc21,-9,-1%,nt,nt,nt,nt,-1%
COc1cccc(CNC(=O)Cn2c(-c3cccc(Cl)c3)nc(C)c(CCO)c2=O)c1,1,-15%,22µM*,-1%,i,?,-12%
CCn1ncc(N2CCCC(CC(=O)Nc3ccc(F)c(F)c3)C2)cc1=O (configuration not stated),6,1%,?,-8%,-2%,?,-5%
CCOC(=O)c1c(C)oc2nc(C)nc(N3CCN(c4ccccc4)CC3)c12,-4,-7%,nt,nt,nt,nt,-1%
COCC1CN(Cc2ccc(Br)s2)CC12CCNCC2 (configuration not stated),3,-15%,?,?,?,?,-14%
Cc1cc(C)c(CNC(=O)c2nc(-c3ccccc3C)cc3c2ccn3C(C)C)c(=O)[nH]1,2,?,22µM*,2%[172 µM],-12%[88.5 µM],28µM*,?
Cc1nc2sccn2c(=O)c1S(=O)(=O)Nc1ccc(N2CCOCC2)cc1,23,11%,nt,nt,nt,nt,-3%
CC(C)CC(=O)N1CCC(N2C[C@H](O)C[C@H]2C(=O)NCc2cccnc2)CC1,10,-10%,i,0%,i,i,18%
c1cc2nc(C3CCN(C4CCCCC4)C3)[nH]c2cn1 (configuration not stated),1&-6,-4%&-15%[87.6 µM],-23%&1%[172 µM],-8%[172 µM],-2%[88.5 µM],?,4%&0%[87.6 µM]
COc1cccc(CN2CC[C@@]3(O)CCNC[C@H]3C2)c1OCCCn1ccnc1,6,-8%,i,10%,-2%,-1%,-3%
COc1cccc(CCN(Cc2cccc(C)c2)C(=O)[C@H]2CCC[C@H](O)C2)c1,8,6%,?,0%,4%,?,-10%
O=C(C1CN(S(=O)(=O)c2ccccc2)CC12CCCCC2)N1CCOCC1 (configuration not stated),0,-25%,1%,11%,2%,i,-9%
CC(C)CC(NP(=O)(O)O[C@@H]1O[C@@H](C)[C@H](O)[C@@H](O)[C@H]1O)C(=O)NC(Cc1c[nH]c2ccccc12)C(=O)O (some centres not stated),nt,-1%,nt,nt,-1%,nt,2%
COCCOc1ccc2c(n1)CCN(C(=O)c1ccsc1)C2,-14,0%,3%,-18%,5%,?,-6%[12.5 µM]

# In the list so far, these have a Cl atom.
SMILES,IP6K1 inh,SNCA expr inhib,HEK cytotox,Luciferase inh,GPT2 inh,3T3 cytotox,HEK293 viab
Cc1cc(C)c2c(n1)nn1c(C)c(CCC(=O)NCc3ccc(Cl)cc3)c(C)nc21,-9,-1%,nt,nt,nt,nt,-1%
COc1cccc(CNC(=O)Cn2c(-c3cccc(Cl)c3)nc(C)c(CCO)c2=O)c1,1,-15%,22µM*,-1%,i,?,-12%

# (next part)
SMILES,IP6K1 inh,SNCA expr inhib,HEK cytotox,Luciferase inh,GPT2 inh,3T3 cytotox,HEK293 viab
Cc1oc(-c2ccc(NC(=O)Cc3ccccc3)cc2)nc1CNC(=O)c1ccc(-c2ccco2)cc1,-8,-14%,?,-4%,i,-28%,0%
COc1ccc(CNC(=O)Cc2coc3ccc(C)cc23)cc1,10,5%,nt,nt,nt,nt,5%
O=C1Nc2ccccc2CC12CN(Cc1ccc(F)cc1)C2,4,-1%[87.6 µM],?,nt,i,-3%[138 µM],-5%[87.6 µM]
CCOc1ccccc1NC(=O)Cn1c(=O)n(C(C)C)c(=O)c2oc3ccccc3c21,12,7%,nt,nt,nt,nt,-7%
C[C@H]1[C@@H]2[C@@H](O)[C@H]([C@H](C)C(=O)N3CCCC3)CC[C@@]2(C)CC[C@@H]1NC(=O)CC(C)(C)C,-3,-9%[87.6 µM],i,2%[172 µM],-1%[88.5 µM],-17%[138 µM],-6%[87.6 µM]
Cc1ccccc1S(=O)(=O)N1C[C@@H](Oc2cccnc2)C[C@H]1C(N)=O,13,19%,i,-4%,4%,2%,?
CSc1ccc(-c2cccc(C(=O)NCC(=O)NC3CCCC3)c2)cc1,-2,5%,?,nt,i,-39%,-4%
Cn1ncc2c(C(=O)NCC3CCCCC3)cc(-c3ccc(F)cc3)nc21,-7,nt,?,nt,nt,?,nt
Cc1ccc(CNC(=O)c2c(OCC(C)C)cc(=O)n3c2CCCCC3)o1,-10,-3%,4%,0%,0%,0%,3%
CCc1cc(C(=O)N[C@@H]2COCC[C@@H]2OCc2ccccc2)cc(=O)[nH]1,4,-1%,i,1%,-7%[11.5 µM],4%,1%
Cn1cc(CCNC(=O)c2ccc3oc(-c4cccc(F)c4)nc3c2)cn1,7,5%,-16%,?,i,-26%,3%
CCc1cccc(NC(=O)Cc2nc(-c3ccc(OC)cc3)no2)c1,7,-20%,nt,nt,nt,nt,4%
COC1CCOC2(CCN(C(=O)COc3ccc(C)cc3)CC2)C1 (configuration not stated),-10,5%,4%,-8%,i,-5%,-3%[12.5 µM]
CC(C)N1CC[C@H](CO)[C@H](NC(=O)C2CC2)C1,2,9%,-9%,6%,-13%,-10%,-5%[12.5 µM]
NC[C@H]1O[C@H](Cc2cc(-c3cccc(O)c3)on2)CC[C@@H]1O,-13,29%[87.6 µM],3%[172 µM],56µM*,i,i,-3%[87.6 µM]

# 2 entries from above, with tabs.
mol	IP6K1 inh	SNCA expr inhib	HEK cytotox	Luciferase inh	GPT2 inh	3T3 cytotox	HEK293 viab
CC(C)N1CC[C@H](CO)[C@H](NC(=O)C2CC2)C1	2	9%	-9%	6%	-13%	-10%	-5%[12.5 µM]
NC[C@H]1O[C@H](Cc2cc(-c3cccc(O)c3)on2)CC[C@@H]1O	-13	29%[87.6 µM]	3%[172 µM]	56µM*	i	i	-3%[87.6 µM]

# Other records
SMILES,IP6K1 inh,SNCA expr inhib,HEK cytotox,Luciferase inh,GPT2 inh,3T3 cytotox,HEK293 viab
Cc1nccn1CCNC(=O)C1CCCCC(=O)N1Cc1ccccc1 (configuration not stated),16,6%,2%,7%,-4%,i,-4%
Cn1cnc2ccc(-c3ccsc3)nc2c1=O,-2,12%[87.6 µM],-25%[230 µM],?,-10%[88.5 µM],?,-9%[87.6 µM]
CN(Cc1cccnc1)c1nc2c(c(=O)[nH]1)CCN(Cc1cccc(F)c1F)CC2,20,8%,?,6%,?,?,-8%
CCOC(=O)C1CCCN(C(=O)C2COC3(CCCCC3)N2C(=O)c2ccccc2Cl)C1 (configuration not stated),-9,-19%,?,0%,i,-16%,-2%
Cc1cc(CN2CCC3(CC2)C(C(=O)O)CC(=O)N3C)on1 (configuration not stated),32,28%,i,-3%,-10%,-11%,1%
Cc1cccc(-n2c(=O)c3ccccc3n(Cc3ccc(F)cc3)c2=O)c1,-8,-19%,nt,nt,nt,nt,?
CC1CCCN(c2csc3ccccc3c2=O)C1 (configuration not stated),-2,47%[activator],nt,nt,nt,nt,-5%
O=C(NCCc1noc(C2CC2)n1)c1ccco1,8,-1%,3%,-8%,3%,-9%,1%
CN1CCC(N2CCN(S(=O)(=O)c3ccc(F)cc3)CC2)C1=O (configuration not stated),2,-7%,-4%,-8%,-2%,-7%,11%
Cn1c(=O)c2c(ncn2CC(=O)Nc2cc(Cl)cc(Cl)c2)n(C)c1=O,-8,-20%,nt,nt,nt,nt,1%
CC(C)N1CC[C@@H]2[C@H]1C(=O)NC[C@H](CCC(=O)NCc1cccs1)N2C,9,-8%[87.6 µM],-1%[172 µM],0%[172 µM],-10%[88.5 µM],-4%[174 µM],0%[87.6 µM]
COc1ccc(Cl)cc1C(=O)NCC(c1ccc(N(C)C)cc1)N1CCCC1 (configuration not stated),-2,11%,nt,nt,nt,nt,11%
Cc1ccc(NC(=O)CN2CC3CC(C2)[C@H]2CCCC(=O)N2C3)cc1 (some centres not stated),14,11%,4%,0%,i,-7%,-3%
Cn1ncc2c(C(=O)NC3CCOCC3)cc(-c3ccc(F)cc3)nc21,2,nt,?,nt,nt,?,nt
CC1(C(=O)NCCCN2CCc3ccccc3C2)CCCCC(=O)N1 (configuration not stated),5,3%,-14%,-4%,i,-9%,5%
O=C(COc1ccccc1)Nc1sc2c(c1C(=O)Nc1ccccc1Cl)CCCCC2,6,2%,nt,nt,nt,nt,-9%
O=C(CSc1n[nH]c(-c2ccccc2)n1)N1CCN(c2ccc(F)cc2)CC1,1,36%[activator],nt,nt,nt,nt,10%
CCN1CCN(CC(=O)Nc2ccc(-c3cccc4c(=O)cc(N5CCOCC5)oc34)c3sc4ccccc4c23)CC1,nt,80%[activator],nt,nt,?,nt,-1%
CC(C)(C)c1ccc(C(=O)Nc2ccc(-c3nc4ccccc4o3)c(O)c2)cc1,11,-10%,nt,nt,nt,nt,-24%
O=C(CC[C@H]1NC(=O)c2ccccc2NC1=O)Nc1nc(-c2ccncc2)cs1,11,?,5%,2%,2%,?,-10%
CC1CCC(NC(=O)c2cc3c(Cl)nc4ccccc4c3s2)CC1 (configuration not stated),5,28%,nt,nt,nt,nt,4%
COc1ccc(N(CC(=O)NCCc2cccc(C)c2)S(=O)(=O)c2c(C)noc2C)cc1,-4,-26%,nt,nt,nt,nt,-9%
CCC1CCCCN1C(=O)Cn1c(=O)n(CCCCCC(=O)NCc2ccc(F)cc2)c(=O)c2sccc21 (configuration not stated),34,0%,nt,nt,nt,nt,?
NC1(c2ccc(NC(=O)c3ccnc(-c4cc(C(=O)O)ccn4)c3)cc2)CC1,-16,nt,nt,nt,i,nt,5%
COc1cccc(CCNc2ncnc3c2nnn3C)c1,-8,-1%,nt,nt,nt,nt,-2%
COC(=O)[C@@H]1Cc2c([nH]c3ccccc23)[C@H]2C[C@@H](NCc3cccnc3)C[C@@H](c3ccc(F)c(F)c3)N21,-1,-18%,25µM*,-4%,0%,?,-16%
COc1ccccc1Cc1nc2ccccc2nc1SCC(=O)N1CCc2ccccc21,9,22%,nt,nt,nt,nt,-20%
O=C(Nc1ccc([C@@H](O)[C@H]2COCC(=O)N2Cc2ccc(C(F)(F)F)cc2)cc1)c1ccco1,-10,-17%,?,-4%,-1%,?,6%
CC(C)CC(=O)N[C@H](C(=O)N[C@H](C(=O)N[C@@H](CC(C)C)[C@@H](O)CC(=O)N[C@@H](C)C(=O)N[C@@H](CC(C)C)[C@@H](O)CC(=O)O)C(C)C)C(C)C,-2,10%,nt,nt,-9%,nt,0%
c1ccc(C(O[C@H]2CCCN(CCc3ccc4c(c3)OCO4)C2)c2ccccc2)cc1,0,-47%[25.6 µM],nt,nt,-4%,nt,-14%[23.9 µM]
CC(C)Nc1cc(N2CCN(C3CCCCC3)CC2)c2noc3c2c1C(=O)c1ccccc1-3,17,?,nt,nt,nt,nt,-15%
Cc1ccc(N2CCN(S(=O)(=O)c3nnc(NC(=O)c4cccc(F)c4)s3)CC2)cc1,16,-20%,nt,nt,nt,nt,-4%
O=C(c1ccc(Cl)cc1)N1CCC(N2CCCNC2=O)CC1,-8,-8%,4%,nt,i,3%,0%
COc1ccc(CC(=O)Nc2cnc(-c3ccc(C)cc3)nc2)cc1,3,90%[activator],-11%,?,-9%,-7%,10%
